# Granule exo inh – blocks lytic granule exocytosis. TALL-104 LAMP-1 surface exposure, flow cytometry; cells stimulated with thapsigargin and PMA. inhibition, % at 10 µM. hit rate 0.66% among 360,000;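 active = inhibition above about 55%, limit read from the data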
# CaV13 ICDI inh – Disruptors of the CACNA1D IQ motif to Ca2+-dependent inactivation inhibitor domain association, primary screening, Förster resonance energy transfer in intact living …. hit rate 0.098% among 340,000. HEK cells, CFP/YFP FRET ICDI-IQ, plate reader, 10 min; percent FRET-ratio fall versus neutral wells. inhibition, % at 12.3 µM;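 active = mean replicate inhibition of at least 30% and at least 1% of replicates passing that level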;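 also: 0% = median of the neutral control wells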
# MC4R ag barr – human MC4R agonism via beta-arrestin. U2OS MC4R beta-arrestin complementation, luminescence; percent of melanotan II response, DMSO zero. hit rate 0.98% among 360,000. P32245. activation, % at 8.9 µM;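 active = activation above a per-plate cutoff, the mean activation of sample wells on that plate plus 3 SD, cut at about 8% in these data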
# ABCB6 inh MLPCN – blocks the human ABCB6 transporter | Q9NP58 | K562-ABCB6 porphyrin accumulation, flow cytometry, 1 h; stronger effect = lower value | fluorescence ratio to DMSO, % at 10 µM | hit rate 0.19% among 360,000;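 active = fluorescence ratio to DMSO below 75%, the collection mean minus 3 SD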;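 also: signal is porphyrin accumulated inside mitochondria; 100% equals median channel fluorescence of DMSO control wells; lower ratio means ABCB6 inhibition with less porphyrin fluorescence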
# Target sequence (Q9NP58 whole entry, looked up): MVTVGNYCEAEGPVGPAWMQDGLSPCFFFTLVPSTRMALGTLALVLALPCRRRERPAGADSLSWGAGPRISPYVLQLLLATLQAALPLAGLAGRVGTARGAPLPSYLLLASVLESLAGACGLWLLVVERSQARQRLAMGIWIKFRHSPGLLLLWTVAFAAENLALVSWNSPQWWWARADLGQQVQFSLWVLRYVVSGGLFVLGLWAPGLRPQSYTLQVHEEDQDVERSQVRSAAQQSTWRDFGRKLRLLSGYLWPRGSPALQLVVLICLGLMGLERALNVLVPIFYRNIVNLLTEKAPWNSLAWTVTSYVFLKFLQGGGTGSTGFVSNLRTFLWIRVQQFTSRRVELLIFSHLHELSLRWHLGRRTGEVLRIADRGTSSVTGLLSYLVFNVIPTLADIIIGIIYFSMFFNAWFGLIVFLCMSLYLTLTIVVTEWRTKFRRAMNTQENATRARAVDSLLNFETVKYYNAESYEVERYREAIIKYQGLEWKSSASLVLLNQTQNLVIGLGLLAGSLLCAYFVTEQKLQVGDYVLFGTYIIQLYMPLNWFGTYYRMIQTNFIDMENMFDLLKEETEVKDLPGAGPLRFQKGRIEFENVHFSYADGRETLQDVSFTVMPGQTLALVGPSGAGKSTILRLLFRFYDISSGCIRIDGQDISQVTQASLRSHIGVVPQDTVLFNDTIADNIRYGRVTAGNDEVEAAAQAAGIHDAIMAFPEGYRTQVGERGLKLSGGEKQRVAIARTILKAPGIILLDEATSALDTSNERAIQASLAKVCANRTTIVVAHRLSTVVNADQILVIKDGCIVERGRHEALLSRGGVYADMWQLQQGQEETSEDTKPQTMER
# m5-HT2A agonist – mouse HTR2A agonism via beta-arrestin recruitment | CHO-K1 mHTR2A beta-arrestin complementation, luminescence; percent of 30 µM serotonin response | P35363 | hit rate 0.66% among 360,000 | activation, % at 7.6 µM;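 active = activation above a run cutoff, the mean activation of all tested compounds plus 3 SD, cut at about 14% in these data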;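 also: 0% = plate median of compound wells and 100% = 30 µM serotonin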
# PDI inh – blocks human protein disulfide isomerase activity; P07237; PDI insulin aggregation turbidity, A650, 90 min; inhibition, % at 10 µM; hit rate 0.052% among 350,000; AID 588391;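 active = mean inhibition across replicates of 30% or more, whatever share of single replicates reach that level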;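 also: absorbance from insulin aggregation driven by PDI reduction with DTT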
# MC4R antagonist – human MC4R antagonism in cAMP assay; MC4R-expressing cells, MTII-stimulated cAMP, LANCE TR-FRET; inhibition, % at 6.5 µM; hit rate 0.48% among 360,000; AID 540295;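 active = inhibition above its plate's cutoff, the mean of tested wells on that plate plus 3 SD, cut at about 29% in these data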;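 also: 0% = Melanotan II alone and 100% = Melanotan II plus saturating MCL0020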
#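 System – human MC4R-expressing U2OS cells · Also added – Melanotan II · Dosing – one concentration, 6.5 µM nominal · Timing – 30-min compound, 1-h challenge, 1-h detection, room temperature · Measured by – Eu-cAMP/anti-cAMP TR-FRET, emission 671 nm · Replicates – singlicate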
# N-glyco inh – N-linked glycosylation inhibition; D54 ERlucT glycosylation luciferase reporter, 24 h; percent of 100 nM tunicamycin response; reporter increase, % at 12.5 µM; hit rate 0.23% among 360,000; AID 588692;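 active = mean luciferase reporter signal, scaled so untreated is 0 and the glycosylation-blocking control 100, at or above a set limit in every replicate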;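 also: luciferase carries N-glycosylation sites so blocking glycosylation raises the light; 0% = median of neutral control wells and 100% = median of 100 nM tunicamycin wells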
# ABHD5-PLIN5 inh – blocks binding of human ABHD5 to perilipin-5 | Split G. princeps luciferase complementation, luminescence, 4 h | Q00G26+Q8WTS1 | hit rate 0.78% among 360,000 | inhibition, % at 4 µM | AID 602281;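 active = inhibition above the mean inhibition across every tested compound plus 3 SD, cut at about 22% in these data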;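 also: 0% = DMSO only wells and the 100% control is not disclosed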
# H9c2 protect – myocardial damage modulation in H9c2 cells; H9c2 cardiomyocytes, H2O2 injury protection, ATPLite, 2 h; protection from H2O2 cell death, % at 20 µM; hit rate 0.63% among 360,000; AID 588492;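 active = compounds giving at least 50% protection of heart cells from peroxide-induced death in the single-dose screen, raw or plate-pattern-corrected value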;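 also: 0% = DMSO wells with peroxide and 100% = DMSO wells without peroxide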
# Active calls of the source: *; . = not tested or not shown.
# The opening 2 entries (preview)
SMILES	Granule exo inh	CaV13 ICDI inh	MC4R ag barr	ABCB6 inh MLPCN	m5-HT2A agonist	PDI inh	MC4R antagonist	N-glyco inh	ABHD5-PLIN5 inh	H9c2 protect
CN(C1CCCCC1)S(=O)(=O)c1ccc(SCC(=O)NC(C)(C)C)nc1	1.5	-5.8	-4.1	101.0	-2.6	7.3	-0.9	-2.7	-3.3	-10.2
c1cncc(-c2nc(NCC3CCCO3)c3ccccc3n2)c1 (centres undefined)	-6.1	.	0.7	99.0	6.1	0.1	6.2	1.2	-5.4	47.2

# The whole of this part (from the top)
SMILES	Granule exo inh	CaV13 ICDI inh	MC4R ag barr	ABCB6 inh MLPCN	m5-HT2A agonist	PDI inh	MC4R antagonist	N-glyco inh	ABHD5-PLIN5 inh	H9c2 protect
CN(C1CCCCC1)S(=O)(=O)c1ccc(SCC(=O)NC(C)(C)C)nc1	1.5	-5.8	-4.1	101.0	-2.6	7.3	-0.9	-2.7	-3.3	-10.2
c1cncc(-c2nc(NCC3CCCO3)c3ccccc3n2)c1 (centres undefined)	-6.1	.	0.7	99.0	6.1	0.1	6.2	1.2	-5.4	47.2
O=C(Nc1cc(C(=O)N2CCN(c3ccccc3O)CC2)ccc1Cl)c1cccs1	-5.2	-5.4	0.0	87.0	0.5	7.9	6.4	-2.4	-7.9	17.1
CCCC(=O)N1CCC1(C)C(=O)NS(=O)(=O)c1cccc(C)c1 (centres undefined)	22.0	-4.7	-1.9	96.0	-0.1	-0.2	-0.1	1.6	8.8	14.7
Cc1coc(C)c1C(=O)CC1(O)C(=O)N(CCc2ccccc2)c2ccccc21 (centres undefined)	-8.1	-4.8	-1.2	99.0	-3.6	-3.9	5.2	3.8	-1.1	3.5
CC1(C)CC(=O)c2c(nn(-c3ccccc3)c2N)C1	0.8	-4.8	0.1	98.0	-4.6	-14.2	-2.8	-3.0	-5.2	-1.6
CC(O/N=C/c1ccccc1OC(F)F)C(=O)Nc1cccc(S(=O)(=O)N2CCOCC2)c1 (centres undefined)	2.0	-0.3	-1.4	100.0	-1.4	13.3	-7.1	4.1	-2.4	1.5
Cc1nc(-c2cc(-c3nc(-c4ccc(C(F)(F)F)cc4)no3)no2)cs1	-0.1	-4.6	0.2	103.0	1.0	-10.6	2.4	-1.2	-2.4	-5.8
CC1CCC(C(C)C)C(OC(=O)Cn2c(-c3ccc(Cl)cc3)[n+](C)c3ccccc32)C1 (centres undefined)	15.0	-4.0	28.1*	92.0	6.0	8.3	-1.2	17.9	33.8*	-15.6
Cc1ccc(N(C(=O)CNC(=O)c2ccco2)C(C(=O)NC2CCCC2)c2ccncc2)cc1F (centres undefined)	-6.3	-1.9	0.1	94.0	1.6	11.1	-4.6	1.3	-5.1	5.7
Cc1cc(C)c(C(=O)COC(=O)Cn2nc(-c3ccccc3)oc2=O)cc1C	-5.2	-12.5	-2.5	98.0	0.2	-0.8	6.8	2.8	1.9	-1.4
O=C(Nc1ccc2c(c1)OCCO2)c1ccc(Br)cc1	-5.0	-3.5	-0.1	94.0	0.4	-5.2	0.5	-9.7	-0.3	-11.4
COc1cc(OC)c(OC)cc1CCC(C)NCCC(c1ccccc1)c1ccccc1 (centres undefined)	7.4	-4.1	0.7	94.0	3.7	-0.1	7.3	3.7	15.6	-8.2
CC1=Nc2cc(C(=O)NCCCOC(C)C)ccc2Sc2ccc(C)cc21	18.6	-15.2	-3.1	99.0	-8.1	-1.4	-15.7	18.1	6.8	-3.4
Oc1ccc2[nH]ccc2c1	2.5	-5.2	-1.0	.	-0.2	5.6	-3.2	-1.7	-6.1	13.8
CC(Oc1ccc2ccc(=O)oc2c1)C(=O)N1CCOCC1 (centres undefined)	5.8	-6.5	-1.7	98.0	-1.3	7.3	4.3	-0.9	-5.2	1.1
COc1ccc(C2(c3ccc(OC)cc3)NC(=O)N(CC(=O)Nc3ccccc3C)C2=O)cc1	-8.5	-5.1	-2.7	97.0	6.6	11.6	-3.5	4.7	1.8	-1.4
CCOC(=O)C1CCN(Cc2cnc(Oc3ccc(Cl)cc3C)s2)CC1	-1.4	-4.3	0.9	99.0	9.6	-1.5	6.5	1.5	-0.2	-5.7
Cc1ccc2nnn(Cc3cccc(C(C)(C)C)c3O)c2c1	-12.0	-5.3	2.3	95.0	-3.8	-5.6	-3.5	-0.4	-18.9	-15.1
CC(=Cc1ccccc1)C=C1SC(=S)N(CCCC(=O)Nc2ccc(C(=O)O)cc2)C1=O	21.6	-6.7	-1.1	96.0	-1.3	-5.3	9.5	-0.7	-2.8	-3.4
O=C1CC(C(=O)Nc2ccc(F)c(Cl)c2)N=C(N2CCCCC2)N1 (centres undefined)	0.2	-8.3	-0.3	93.0	-4.7	5.2	20.2	-0.6	0.8	4.6
COc1ccc(CNC(=O)[C@H](C)N2C(=O)N3CCc4c([nH]c5ccc(OC)cc45)[C@@]3(C)C2=O)cc1	2.2	.	0.1	104.0	0.6	.	16.9	-2.8	-6.1	-5.6
Cc1ccc(C(=O)O)cc1NS(=O)(=O)c1ccc2ccccc2c1	-8.0	-18.9	0.5	93.0	-1.8	7.9	5.7	1.7	1.5	2.6
COc1cccc(/C=N/n2c(=S)n(C)c3cc(C)c(C)cc32)c1OC	-0.6	-4.2	0.0	87.0	-1.8	-3.7	1.8	0.0	0.4	-12.7
COc1ccc(C)cc1NC(=O)CN(c1ccc(C)cc1)S(C)(=O)=O	-1.0	-4.2	0.6	102.0	1.2	10.8	-0.8	2.5	4.6	1.1
CCOC(=O)N1CCC(NC(=O)c2oc3c(c2C)-c2[nH]ncc2CC3)CC1	-1.0	-5.6	-1.5	101.0	0.4	0.8	6.4	2.1	-4.8	3.8
COCCOc1cc(COC)nc(-c2cccc(C)c2)n1	-0.2	-18.8	-1.4	96.0	-2.0	-9.5	3.3	1.2	-6.1	4.8
O=C(CNC(=O)c1ccc(Br)cc1)c1ccc(Br)cc1	4.0	-4.9	-0.2	99.0	0.5	-2.5	0.7	1.8	-3.2	4.3
CC1CCN(S(=O)(=O)c2cccc(C(=O)NCc3ccco3)c2)CC1	-1.6	-5.2	-0.5	102.0	-4.7	3.2	7.0	-1.0	1.8	-0.4
CC(=O)NC(c1cccc([N+](=O)[O-])c1)c1c(OC(C)=O)ccc2ccccc12 (centres undefined)	-0.2	0.8	-0.9	91.0	-2.4	-0.4	0.4	0.0	1.4	15.1
O=C(Cn1ccc2ccccc2c1=O)NCCC(=O)N1CCN(c2ccccc2)CC1	-2.5	-4.1	0.9	92.0	0.7	-35.6	-4.9	-1.6	-1.6	-0.4
Cc1c(Cl)c(C(=O)NC2CCCC2)nn1C	-2.6	-4.5	-0.4	87.0	2.9	-5.6	-0.2	0.3	-0.5	2.7
CCOc1ccc(C(=O)N/N=C/c2cc(Cl)ccc2[N+](=O)[O-])cc1	0.1	-2.9	0.6	96.0	1.5	-5.0	5.1	-2.7	-1.9	-2.1
O=C(OCc1ccccc1)c1ccccc1	1.8	.	0.7	105.0	1.9	.	-3.7	1.0	1.8	-3.0
CCOC(=O)C1CCN(C(=O)c2ccc3snnc3c2)CC1	-3.1	-4.4	-1.4	102.0	2.3	4.4	1.3	0.2	-5.6	12.8
CC(C)(C)n1nnnc1C(c1ccccc1)N1CCCN(Cc2ccc(F)cc2)CC1 (centres undefined)	0.9	-5.8	.	91.0	-0.8	.	.	.	4.0	.
O=C(NNC(=O)C(O)(c1ccccc1)c1ccccc1)C1CC1	0.1	-3.0	-2.0	96.0	2.7	-9.8	2.6	2.3	2.2	11.4
CSc1ccccc1NC(=O)CN(C)S(=O)(=O)c1ccc(F)cc1	15.3	-5.6	1.0	102.0	0.6	3.7	4.5	-0.8	-1.8	2.0
CCCn1c(SCC(=O)/C(C#N)=C(\C)N)n[nH]c1=O	-1.7	-5.0	1.1	98.0	4.7	-3.7	2.4	0.8	2.8	2.4
COc1ccccc1NC(=O)CSc1nnc(COc2ccc(Cl)cc2)o1	11.2	-6.7	-0.7	93.0	1.9	1.6	6.3	0.5	-4.3	3.6
Clc1ccc(-c2nnc(-c3ccccc3Cl)o2)cc1	-1.6	-9.3	1.3	98.0	0.1	-7.8	-4.7	-15.2	2.3	-17.3
CCC1Oc2ccc(C)cc2N(Cc2cccc(C)c2)C1=O (centres undefined)	-0.5	-6.6	-2.1	95.0	-2.7	0.1	3.0	-2.2	-2.9	-2.7
Cc1nc(-n2nnc3ccccc32)c2c3c(sc2n1)CCCC3	-2.5	-7.4	-3.5	99.0	3.3	-5.2	10.6	-2.0	0.1	-2.0
COc1ccccc1-c1cc(C(=O)N/N=C\c2cnn(C)c2C)c2ccccc2n1	41.1	-2.2	-0.8	97.0	1.2	18.7	-10.8	0.0	2.9	12.0
COc1cc(C(=O)N(Cc2cc3cc(C)ccc3[nH]c2=O)CC2CCCO2)cc(OC)c1OC (centres undefined)	-1.5	-4.6	0.0	98.0	-1.0	0.2	-0.1	1.7	0.8	12.2
CN(C(=O)Cn1cc([N+](=O)[O-])ccc1=O)C1CCCCC1	-0.8	-15.0	-0.7	92.0	-10.5	-2.7	-2.6	2.1	-11.4	0.7
CN(C(=O)CSc1nc(-c2ccc(F)cc2)cs1)C1CCS(=O)(=O)C1 (centres undefined)	-2.3	-5.2	-3.1	96.0	4.0	4.2	-7.2	-1.4	14.6	-4.1
CC(C)CN(C(=O)COC(=O)c1c2c(nc3ccccc13)CCC2)c1c(N)n(Cc2ccccc2)c(=O)[nH]c1=O	-1.3	.	-2.8	96.0	-4.1	-4.1	9.4	-2.9	-7.8	7.2
COc1ccc(C(O)c2nc(-c3ccc(F)cc3OC)cs2)cc1 (centres undefined)	-5.1	-3.9	1.1	97.0	2.4	-6.3	6.2	-0.9	-3.3	-8.7
O=C(COC(=O)Cn1cnc2ccccc21)Nc1cccc2c1C(=O)c1ccccc1C2=O	11.6	-5.0	-2.2	89.0	5.7	-9.9	7.5	103.0*	3.6	59.5*

# (further entries)
SMILES	Granule exo inh	CaV13 ICDI inh	MC4R ag barr	ABCB6 inh MLPCN	m5-HT2A agonist	PDI inh	MC4R antagonist	N-glyco inh	ABHD5-PLIN5 inh	H9c2 protect
CCO/C=C1\C(=O)N(c2ccc(OCC)cc2)C(=O)c2ccccc21	-2.4	.	-0.2	89.0	3.7	-5.7	3.4	3.1	0.8	-2.3
CN(Cc1ccccc1)C(=O)c1[nH]cnc1C(=O)NCc1ccc(CNC(=O)OC(C)(C)C)cc1	-3.7	-7.6	-1.5	87.0	-0.1	-6.2	11.4	-2.3	-2.2	-4.2
COc1ccc2nc(NNC(=O)c3cc(=O)c4ccccc4o3)sc2c1	0.1	-6.4	-0.5	119.0	1.7	2.0	6.8	0.1	-4.4	-1.5
O=C(O)C1Nc2c(C(F)(F)F)ccc(Cl)c2C2C=CCC12 (centres undefined)	16.5	-3.3	0.1	110.0	12.2	-2.3	-2.7	3.2	10.2	5.6
Cc1cnc(C(=O)OCC(=O)Nc2c(Cl)cc(Cl)cc2Cl)cn1	-5.9	-5.3	-0.5	92.0	2.3	-8.6	-3.5	0.3	3.5	-2.8

# Screens as filed in PubChem.
